# Bioassay records: PubChem, several laboratories
# NALP1 inh = blocks the NALP1 inflammasome reconstituted in yeast | S. cerevisiae NALP1/ASC/caspase-1 growth, X-gal OD620, 72 h | inhibition, % at 10 µM | 280,000 tested, 0.61% active | AID 2071; in the data active = inhibition mostly above about 24%, no sharp cut-off; inactive = mostly below about 32%; note: some compounds called inactive have numbers as strong as hits
# M18AAP inhibitor = blocks P. falciparum M18 aspartyl aminopeptidase; recombinant PfM18AAP, H-Glu-NHMec fluorogenic cleavage; inhibition, % at 7.35 µM; 290,000 tested, 1.2% active;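 active = inhibition above the campaign mean inhibition over all tested compounds plus 3 SD, cut at about 28% in these data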;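 note: 0% = plate median of test compound wells and 100% = 2 mM ZnCl2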
# pCIP destab = p/CIP protein destabilization | decrease of EGFP signal, % at 10 µM | AID 1984 | 290,000 tested, 0.01% active | F442A p/CIP-EGFP cells, EGFP fluorescence, 16 h;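 active = EGFP signal decrease of at least 30% at 10 µM or well 3 SD below plate mean, unless failing retest; inactive = the rest, including hits failing retest or dose response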; note: some compounds called inactive have numbers as strong as hits; many of its hits are not listed in these tables
# PHOSPHO1 block = PHOSPHO1 (human) inhibition; inhibition, % at 13.3 µM; 290,000 tested, 1.1% active; AID 1565; recombinant PHOSPHO1, absorbance phosphatase assay; in the data active = inhibition above about 60%
# VIM-2 inh = blocks Pseudomonas aeruginosa VIM-2 metallo-beta-lactamase. inhibition, % at 5.6 µM. 290,000 tested, 0.89% active. purified VIM-2, nitrocefin hydrolysis, epi-absorbance fluorescence;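 active = inhibition above the mean of all tested compounds plus 3 SD, cutoff set per screening run, cut at about 7.5% in these data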;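 note: red hydrolysis product quenches plate fluorescence so inhibitors raise well fluorescence; 0% = enzyme with DMSO and 100% = DMSO without enzyme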
# IMP-1 inhibitor = inhibitors of Pseudomonas aeruginosa IMP-1 metallo-beta-lactamase; inhibition, % at 5.6 µM; AID 1556; purified IMP-1, nitrocefin hydrolysis, epi-absorbance fluorescence; 290,000 tested, 0.45% active;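 active = inhibition above the mean plus 3 SD of all compounds in the same screening run, cut at about 4.5% in these data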;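 note: 0% = IMP-1 with DMSO and 100% = DMSO wells lacking enzyme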
#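 System – purified recombinant IMP-1 beta-lactamase · Input – IMP-1 dispensed at 0.2 nM · Timing – 15 min preincubation plus 25 min reaction at 25 °C · Signal – Epi-absorbance fluorescence, 480 nm excitation, 530 nm emission · Measure – percent IMP-1 inhibition derived from blank-referenced optical density · Controls – Enzyme-plus-DMSO low control, enzyme-free DMSO high control · Replication – singlicate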
# GPR7 antagonist = antagonists of human GPR7 (neuropeptides B/W receptor 1) | 290,000 tested, 1.1% active | inhibition, % at 4.4 µM | AID 1861 | P48145 | GPR7-expressing cells, fluorescence antagonist assay; in the data active = inhibition above about 16%, passing the limit was not always enough;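 note: cells stimulated with the agonist NPW; 0% = agonist with vehicle and 100% = vehicle without agonist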
# IDE cell activ = boosts human insulin-degrading enzyme activity in HEK cells | activation, % at 5.96 µM | P14735 | 340,000 tested, 0.073% active | FAbeta-B cleavage, fluorescence polarization; 0% vehicle, 100% cell-free pure enzyme wells;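 active = activation above the mean of all tested compounds plus 3 SD, set per screening campaign, cut at about 17% in these data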
# Target sequence (P14735 whole entry, looked up): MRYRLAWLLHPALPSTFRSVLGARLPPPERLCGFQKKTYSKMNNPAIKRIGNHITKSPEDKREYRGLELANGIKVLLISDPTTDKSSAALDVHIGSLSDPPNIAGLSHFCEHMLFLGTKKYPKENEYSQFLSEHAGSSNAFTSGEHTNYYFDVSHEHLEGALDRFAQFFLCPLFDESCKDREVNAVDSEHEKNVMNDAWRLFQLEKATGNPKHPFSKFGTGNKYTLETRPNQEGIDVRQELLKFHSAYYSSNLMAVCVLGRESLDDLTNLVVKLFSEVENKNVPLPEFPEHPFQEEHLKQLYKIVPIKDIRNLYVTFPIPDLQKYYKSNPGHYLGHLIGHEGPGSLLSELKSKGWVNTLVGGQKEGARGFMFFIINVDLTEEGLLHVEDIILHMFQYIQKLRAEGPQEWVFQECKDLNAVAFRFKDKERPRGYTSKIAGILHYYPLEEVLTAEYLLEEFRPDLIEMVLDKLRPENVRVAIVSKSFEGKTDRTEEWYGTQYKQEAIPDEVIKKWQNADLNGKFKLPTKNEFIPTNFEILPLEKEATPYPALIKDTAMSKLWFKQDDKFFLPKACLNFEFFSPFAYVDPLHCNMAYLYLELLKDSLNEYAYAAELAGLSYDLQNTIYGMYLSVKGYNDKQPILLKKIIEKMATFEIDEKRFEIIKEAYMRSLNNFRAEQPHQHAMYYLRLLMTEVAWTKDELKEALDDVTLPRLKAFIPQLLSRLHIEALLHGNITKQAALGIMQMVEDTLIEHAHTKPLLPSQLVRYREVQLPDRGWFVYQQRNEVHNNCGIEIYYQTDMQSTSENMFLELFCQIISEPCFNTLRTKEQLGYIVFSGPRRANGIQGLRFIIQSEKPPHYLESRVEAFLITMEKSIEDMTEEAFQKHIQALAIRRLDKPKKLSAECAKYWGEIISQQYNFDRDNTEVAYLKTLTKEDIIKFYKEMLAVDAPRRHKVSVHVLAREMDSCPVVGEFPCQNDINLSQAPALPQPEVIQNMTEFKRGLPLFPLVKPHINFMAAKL
# IDE cell inh = cellular human IDE inhibition; P14735; HEK cells, FAbetaB cleavage, fluorescence polarization; inhibition, % at 5.59 µM; 320,000 tested, 0.41% active; AID 434962;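 active = percent inhibition above the average of all tested compounds plus 3 SD, set per screening campaign, cut at about 16% in these data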;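 note: IDE supplied by intact live HEK cells; FP after avidin binding of uncleaved biotin substrate so inhibition keeps polarization high; 0% = DMSO wells and 100% = 60 µM reference IDE inhibitor Ii1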
# An asterisk follows results filed as active; . = no result given.
1	CCC(C)(NC(=O)c1ccccc1)C(=O)O (centres undefined)
2	COc1ccc(OC)c(CN2CCN(C(=O)c3cc4ccccc4cc3O)CC2)c1
3	CCCN(CCC)Cc1c(C(=O)N/N=C/CCc2ccccc2)nnn1-c1nonc1N
4	Cc1ccc(C(C)C)c(OCC(=O)Nc2ccccc2N2CCN(C)CC2)c1
5	Cc1occc1C(=O)Nc1ccc2c(c1)OCCO2
6	N#CCn1c(Cc2ccccc2)nc2ccccc2c1=O
7	Cc1ccc(C(C(=O)NC(C)(C)C)N(Cc2cccnc2)C(=O)C(=O)NC2CCCCC2)o1 (centres undefined)
8	CCOc1cccc(SCc2noc(C(=O)NC(C)C)c2C(=O)O)c1
9	Cc1nn(CC(=O)NCc2ccccc2)c(C)c1[N+](=O)[O-]
10	C=CCOc1cccc(C2C(C(=O)c3cc4ccccc4o3)=C(O)C(=O)N2c2cc(C)on2)c1 (centres undefined)

Screen / compound no.	1	2	3	4	5	6	7	8	9	10
NALP1 inh	21	11	3	27*	18	18	3	-10	10	4
M18AAP inhibitor	-2	-8	1	-5	2	5	0	2	-2	11
pCIP destab	1	-1	5	-12	-7	-10	-3	-10	-18	-4
PHOSPHO1 block	4	29	24	-2	-2	3	28	29	4	12
VIM-2 inh	-1.5	-1.9	-4.7	-4.8	-1.4	-2.8	-2.9	-4.4	1.1	-3.4
IMP-1 inhibitor	-0.4	0.2	-3.1	-3.3	-1.3	-1.7	-2.7	-3.2	-1.0	-1.8
GPR7 antagonist	-7	-9	-11	3	-4	-14	-7	-13	2	4
IDE cell activ	2	-2	4	7	2	1	4	.	-7	-6
IDE cell inh	9	-3	1	-2	-2	.	-2	-2	2	0

11	O=C(NCCCNCc1ccccc1)c1ccc(/C=N/O)nc1
12	O=C(C(=O)N1CCc2ccccc2C1)c1cn(CC(=O)N2CCOCC2)c2ccccc12
13	CC(C)COC(=O)C1C(=O)CC(C)(O)C(C(=O)OCC(C)C)C1c1cccnc1 (centres undefined)
14	CCc1nc(N)c(C#N)c(-c2cccc3ccccc23)c1C
15	COc1ccccc1NC(=O)NC(=O)c1ccccc1
16	COCCCn1c(SCC(=O)N2CCOCC2)nnc1-c1ccco1
17	O=C(CN(Cc1ccco1)C(=O)c1nsc(Cl)c1Cl)NC1CCCCC1
18	CCN(CC)C(=O)c1sc(NC(=O)Cc2ccccc2)c(C#N)c1C
19	COc1ccc(NC(=O)CCCn2c(=O)c3sccc3n(Cc3cccc(C)c3)c2=O)cc1
20	CC(Oc1cc(Cl)ccc1Cl)C(=O)N/N=C\c1ccnn1C (centres undefined)

Screen / compound no.	11	12	13	14	15	16	17	18	19	20
NALP1 inh	-10	16	-12	-57	8	-10	-4	-4	30	28
M18AAP inhibitor	1	-5	0	3	0	0	1	-2	3	5
pCIP destab	8	-3	-6	-5	6	-22	-6	-6	3	2
PHOSPHO1 block	21	10	5	9	45	40	41	-38	-2	-3
VIM-2 inh	-3.0	-0.7	-3.2	0.4	-1.4	0.2	-3.8	-1.1	-1.1	-1.5
IMP-1 inhibitor	-3.7	2.0	-2.7	-1.1	-1.1	-2.4	-4.9	-1.2	-2.3	0.3
GPR7 antagonist	-9	-8	-5	-13	-10	-14	-3	-8	10	1
IDE cell activ	10	-1	0	4	0	2	3	6	4	-3
IDE cell inh	1	2	7	5	1	3	0	5	-1	-3

# Some values from the results shown.
# entry 9 @ VIM-2 inh: 1.1
# entry 1 @ PHOSPHO1 block: 4
# entry 13 @ GPR7 antagonist: -5
# entry 4 @ PHOSPHO1 block: -2
# entry 16 @ GPR7 antagonist: -14

# Carrying on.
21	CC(C)N1CC(O)=C(c2ccccc2)C1=N
22	CCOC(=O)C1=C(c2ccccc2)NC(SC)=C(C#N)C1c1ccco1 (centres undefined)
23	O=C(Cn1nc(-c2ccc(Cl)cc2)ccc1=O)NCCCN1CCN(Cc2ccccc2)CC1
24	O=C(Nc1ccc2c(c1)OCO2)c1ccc(=O)[nH]n1
25	COc1ccc(CCNC(=O)C2CCN(C(=O)c3ccc(C(C)(C)C)cc3)CC2)cc1OC
26	COc1cccc(/C=N/NC(=O)C(=O)NCc2ccco2)c1O
27	CNC(=O)C12CC3CC(CC(Cl)(C3)C1)C2
28	COc1cc(OC)c(NC(=O)CCNS(=O)(=O)c2cc(Br)cnc2N)cc1Cl
29	CC(Sc1cccc[n+]1[O-])C(=O)Nc1ccc([N+](=O)[O-])cc1Cl (centres undefined)
30	O=C(CNS(=O)(=O)c1cccs1)N1CCCCC1

Screen / compound no.	21	22	23	24	25	26	27	28	29	30
NALP1 inh	17	2	.	.	-3	32	.	44	24	18
M18AAP inhibitor	5	-6	0	-5	-3	7	-5	-10	-1	-1
pCIP destab	-50	-22	1	-3	-4	12	2	3	-8	0
PHOSPHO1 block	7	21	27	-10	25	-7	7	-4	42	24
VIM-2 inh	-4.6	2.2	-4.2	-2.0	-1.3	-1.8	-2.7	1.2	-0.4	0.1
IMP-1 inhibitor	-4.0	0.4	-3.8	-4.0	-1.5	-4.7	-3.1	1.3	-1.9	-0.8
GPR7 antagonist	-10	-2	13	-10	-6	-9	-14	14	6	-5
IDE cell activ	-3	7	-4	3	9	2	3	0	2	5
IDE cell inh	-2	-1	3	1	4	-2	1	5	0	-1

31	O=C1N=C(N2CCN(c3ccccc3)CC2)S/C1=C/c1cccs1
32	O=C(NCCOc1ccccc1)C(c1ccccc1)c1ccccc1
33	Cn1c(=S)[nH]c(=O)c2ncc(=O)[nH]c21
34	OCCOCCOc1cccc2[nH]ccc12
35	CCOc1ccc(CN=C(N)N=C(N)N)cc1Cl
36	O=C(CSc1ncccn1)NN=C1CCCCCC1
37	Cc1ccc(OCC(=O)N2CCCC(CCC(=O)N(C)CCc3ccccn3)C2)cc1 (centres undefined)
38	O=C(O)c1nc(N2CCOCC2)nc(N2CCOCC2)n1
39	Cc1ccc(NC(=O)CC2S/C(=N/c3nccs3)N(C)C2=O)cc1C (centres undefined)
40	Cc1ccc(C)c(NC(=O)CNS(=O)(=O)c2ccccc2)c1

Screen / compound no.	31	32	33	34	35	36	37	38	39	40
NALP1 inh	39	-14	8	-5	13	31	-6	-75	13	1
M18AAP inhibitor	0	-7	5	-11	5	5	-8	-13	1	5
pCIP destab	0	4	-11	10	-2	8	8	2	-13	0
PHOSPHO1 block	4	1	36	-3	25	3	15	-1	-16	-7
VIM-2 inh	0.4	-0.1	-3.3	-0.5	1.5	-5.5	0.5	-1.3	-4.5	-2.2
IMP-1 inhibitor	0.8	-0.7	-3.5	-2.4	-1.4	-1.2	-1.6	-1.2	-3.3	-3.0
GPR7 antagonist	-4	0	-11	-19	-6	-7	-6	-9	-3	0
IDE cell activ	-1	1	-1	5	0	4	4	5	2	2
IDE cell inh	1	-5	4	1	-6	-6	6	5	1	0

# Four structures already listed, ordered by number of heavy atoms, high to low.
31	O=C1N=C(N2CCN(c3ccccc3)CC2)S/C1=C/c1cccs1
38	O=C(O)c1nc(N2CCOCC2)nc(N2CCOCC2)n1
36	O=C(CSc1ncccn1)NN=C1CCCCCC1
34	OCCOCCOc1cccc2[nH]ccc12

Screen / compound no.	31	38	36	34
NALP1 inh	39	-75	31	-5
M18AAP inhibitor	0	-13	5	-11
pCIP destab	0	2	8	10
PHOSPHO1 block	4	-1	3	-3
VIM-2 inh	0.4	-1.3	-5.5	-0.5
IMP-1 inhibitor	0.8	-1.2	-1.2	-2.4
GPR7 antagonist	-4	-9	-7	-19
IDE cell activ	-1	5	4	5
IDE cell inh	1	5	-6	1

# The list continues:
41	COc1ccc(Cc2nc3ccc(C(=O)N(C)Cc4cc(C)[nH]n4)cc3o2)cc1OC
42	CC(Cc1nnc(N)s1)c1ccccc1 (centres undefined)
43	Cc1ccc(N(CC(=O)NCC2CCCO2)C(=O)CNS(=O)(=O)c2ccc(Cl)cc2)cc1 (centres undefined)
44	Cc1ccc(NS(=O)(=O)c2c(C)nc3sccn3c2=O)cc1C
45	NCCc1nnc(SCc2c(Cl)cccc2Cl)o1
46	CCOc1ccc(CCNC(=O)CCc2nnc3ccc(N4CCCC4)nn23)cc1OCC
47	Cc1n(Cc2ccccc2)c2cc([N+](=O)[O-])ccc2[n+]1Cc1ccccc1
48	Cc1ccccc1-c1c(C)oc2cc(O)ccc2c1=O
49	CCCCn1nc(NC(=O)CCC)c2cc3cc(OC)ccc3nc21
50	CC(C)=CCN1CCN(Cc2ccc(C#CC(C)(C)O)s2)CC1CCO (centres undefined)

Screen / compound no.	41	42	43	44	45	46	47	48	49	50
NALP1 inh	0	24	-4	10	39*	9	0	4	18	6
M18AAP inhibitor	1	20	2	7	-11	-6	-3	6	3	4
pCIP destab	-4	-18	3	-15	0	3	8	-9	-2	-14
PHOSPHO1 block	16	5	32	10	24	33	3	5	48	18
VIM-2 inh	-1.5	-0.8	-4.0	-0.6	3.4	-3.1	0.2	-2.3	-1.5	-1.9
IMP-1 inhibitor	0.2	-1.8	-1.8	-2.1	-0.5	-2.1	-0.1	-0.8	-0.4	1.3
GPR7 antagonist	6	6	-1	-3	-1	-10	-8	-7	-13	-12
IDE cell activ	-6	-3	4	8	0	-4	1	2	3	-1
IDE cell inh	-2	-1	-1	-1	12	-3	-1	1	2	-3

51	Cn1cc(CN2CCC(CO)(CCCc3ccccc3)CC2)c(-c2ccccc2)n1
52	CC(C(=O)O)n1c2ccccc2c2cnn(C)c(=O)c21 (centres undefined)
53	CC1(C)NC(=O)N(CCOCCOc2c(Cl)cc(Cl)cc2Cl)C1=O
54	CCOC(=O)C1CCN(C(c2cc(OC)c(OC)c(OC)c2)c2sc3nc(C)nn3c2O)CC1 (centres undefined)
55	COc1ccc(N2C(=O)c3cc4ccccc4cc3C2=O)cc1
56	COc1ccc(OC)c(/C=N\NC(=O)c2cc3c(ccc4ccccc43)o2)c1
57	O=C(Nc1ccnn1C1CCN(C(=O)c2ccc(F)cc2)CC1)C1CCOC1 (centres undefined)
58	Cc1nc2ccccc2n1S(=O)(=O)c1ccc(Br)cc1
59	CN(C)S(=O)(=O)c1ccc(C(=O)OCCc2ccccc2)cc1
60	COc1ccccc1/C=C1\SC(=S)N(Nc2nc(C)cc(C)n2)C1=O
61	CCOC(=O)c1c[nH]n(-c2ccccc2)c1=O
62	Cc1c(Cl)cccc1NC(=O)CCS(=O)(=O)c1cccc2nonc12
63	O=C1CCC(=O)N1CNc1ccccn1

Screen / compound no.	51	52	53	54	55	56	57	58	59	60	61	62	63
NALP1 inh	.	6	-13	.	1	2	-3	24	14	-11	12	3	8
M18AAP inhibitor	1	-4	0	-1	-10	-13	0	-8	1	19	1	-4	-4
pCIP destab	-7	3	0	-6	-5	-6	-6	8	-4	-4	0	2	-11
PHOSPHO1 block	3	-21	9	16	20	32	53	-5	32	-92	-13	27	-4
VIM-2 inh	0.2	0.7	-2.4	2.1	-0.4	-0.1	-4.3	-1.1	-1.0	-1.2	-1.7	-2.5	0.1
IMP-1 inhibitor	-0.4	-2.9	-2.2	0.5	-1.4	0.7	-1.2	-1.0	-1.5	-2.9	-2.3	-3.5	-2.2
GPR7 antagonist	11	10	3	3	-5	-7	-8	-6	-15	5	-14	10	-4
IDE cell activ	12	0	-2	-7	3	-7	6	-3	2	-6	5	6	5
IDE cell inh	-1	.	9	6	-4	-1	-4	3	-3	3	9	-1	4
